Rab9 prom act – Rab9 promoter activation; Potency, µM (series often up to 9.22 µM), for the others: at the top dose activation, negative = inhibition, most hits filed as activators; actives 2.8% (n = 320,000); AID 485297; Huh7 Rab9 promoter-luciferase reporter, luminescence, 24 h; also: potency is read from the fitted curve at half-maximal effect; % of control where 0% means no effect; nearly all actives have a fitted effect of over 60% in size
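Huh7 cells stably carrying Rab9 promoter–luciferase reporter, plated 1500 cells/well, compound added after 2 h and incubated 24 h at 37 °C; luciferase luminescence then read after 10 min with detection reagent.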
BRCA1 expr act – increases BRCA1 expression; MCF7-BRCA1-FFLuc reporter, luminescence, 48 h; response scale: scaled: vehicle 0%, 10 µM genistein 100%; Potency, µM (series often up to 46.1 µM), for inactives: top-dose activation, most hits filed as activators; actives 1.1% (n = 380,000); also: potency is read from the fitted curve at half-maximal effect; nearly all actives have a fitted effect of over 80% in size; some results filed as inactive show a strong effect at the top dose
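Reporter cells (MCF7, BRCA1 promoter-firefly luciferase) received library compounds across a concentration series for 48 h. End-point luminescence was measured and concentration-effect curves derived after normalization.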
ELG1 genotox – induces genotoxicity in HEK293T cells with luciferase-tagged ELG1; HEK293T ELG1-luciferase reporter, luminescence, 16 h; Potency, µM (highest dose often 46 µM), for the others: top-dose activity change, positive = activation, usual class: activators; actives 1.3% (n = 330,000); also: potency is read from the fitted curve at half-maximal effect; % of control where 0% means no effect; nearly all actives have a fitted effect of over 60% in size
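HEK293T cells expressing luciferase-tagged ELG1 were exposed to compound or DMSO vehicle for 16 hr at 37 °C and 5% CO2. Luciferase activity was then measured with ONE-Glo after 30 min at room temperature.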
NPC1 promoter act – activators of NPC1 promoter | Huh7 NPC1 promoter luciferase reporter, 24 h | Potency, µM (doses to about 9.22 µM), without a hit: at the top dose activation, most hits filed as activators | actives 2.4% (n = 320,000) | AID 485313;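 also: potency is read from the fitted curve at half-maximal effect; % of control where 0% means no effect; nearly all actives have a fitted effect of over 60% in size; reporter is driven by a mutant NPC1 promoter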
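Luciferase expression driven by the NPC1 promoter was measured in stably transfected Huh7 cells after a 24 h compound incubation, using a luciferase reagent and a luminescence read.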
Tb PFK inh – blocks T. brucei phosphofructokinase. O15648. T. brucei PFK, ADP-Glo luminescence. Potency, µM (series often up to 57.5 µM), for the others: at the highest dose activity, negative = inhibition, actives largely listed as inhibitors. actives 0.17% (n = 330,000). AID 485367;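 also: potency is read from the fitted curve at half-maximal effect; 0% = uninhibited 1x PFK enzyme wells and -100% = no-enzyme wells; nearly all actives have a fitted effect of over 60% in size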
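Activity is normalized to no-enzyme wells (full inhibition) and 1.25 nM enzyme wells (no inhibition). Reaction: 0.5 mM F6P, 0.1 mM ATP, 45 min RT, ADP-Glo luminescence; concentration-response curves fitted and classed by quality.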
FLuc counter – inhibits or activates purified firefly luciferase, miR-21 counter-screen; actives 6.9% (n = 360,000); P08659; purified FLuc, Km substrates, luminescence inhibition; Potency, µM (doses to about 57.5 µM), without a hit: top-dose activity change, negative = inhibition, actives largely listed as inhibitors;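 also: potency is read from the fitted curve at half-maximal effect; plate controls were vehicle for no effect and reference inhibitor for full effect; nearly all actives have a fitted effect of over 55% in size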
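Biochemical qHTS of compounds, final roughly 60 µM downward over six points, against 10 nM purified firefly luciferase using Km concentrations of substrates (10 uM D-luciferin, 10 uM ATP) in Tris acetate pH 7.5 buffer; luminescence output.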
Gal4-VP16 FLuc – Gal4-VP16 reporter inhibition counter-screen; Drosophila S2 Gal4-VP16 UAS-luciferase, luminescence, 20 h; Potency, µM (highest dose often 53.6 µM), for inactives: at the top dose activity, negative = inhibition, hits mostly inhibitors; actives 3.5% (n = 310,000); AID 2546;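 also: Gal4-VP16 expression switched on by copper sulfate through the metallothionein promoter; potency is read from the fitted curve at half-maximal effect; % is scaled to controls: 0 for no effect and ±100 for the full control effect; nearly all actives have a fitted effect of over 50% in size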
p53 reactivator – mutant p53 re-activation in reporter cells. H1299 p53-A138V BP100-luciferase reporter, luminescence, 24 h. Potency, µM (titrated, usually from 92.2 µM), inactives show at the top dose activity change, positive = activation, hits mostly activators. actives 0.063% (n = 320,000). AID 504706; also: potency is read from the fitted curve at half-maximal effect; % of control where 0% means no effect; nearly all actives have a fitted effect of over 45% in size
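p53-null H1299 cells stably carrying temperature-sensitive p53-A138V and a BP100-luciferase reporter were pinned with compounds (4-point, 1:5 series) and held 24 hrs at 37 deg C. Luminescence was read 10 min after detection reagent.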
RORg inh – blocks mouse ROR gamma transcriptional activity | Potency, µM (highest dose often 53.6 µM), without a hit: at the highest dose activity change, negative = inhibition, most hits filed as inhibitors | Drosophila S2 Gal4-RORgamma UAS-luciferase reporter, 20 h | AID 2551 | P51450 | actives 5.4% (n = 310,000); also: potency is read from the fitted curve at half-maximal effect; % is scaled to controls: 0 for no effect and ±100 for the full control effect; nearly all actives have a fitted effect of over 60% in size
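Stable Schneider cell line, Gal4 DNA-binding domain fused to ROR gamma, UAS-luciferase. Cmpd 1 hr RT → CuSO4 700 uM final → 20 hr RT → luciferase reagent 10 min → luminescence.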
ELG1 DNA repair – inhibitors of ELG1-dependent DNA repair in HEK293T cells; HEK293T ELG1-luciferase reporter, luminescence, 16 h; DNA damage induced by 5-fluorouridine; Potency, µM (series often up to 46.1 µM), without a hit: at the top dose activity change, negative = inhibition, usual class: inhibitors; actives 2.3% (n = 330,000); also: potency is read from the fitted curve at half-maximal effect; % is scaled to controls: 0 for no effect and ±100 for the full control effect; nearly all actives have a fitted effect of over 55% in size
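Luminescence from the luciferase reporter, measured 30 min after ONE-Glo reagent at room temperature, was the read-out. Beforehand, 2,000 cells per well were exposed for 16 hr at 37 °C to 5-fluorouridine together with compound or vehicle.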
TRPV1 agonist – activates the human vanilloid receptor TRPV1; Q8NER1; TRPV1-expressing cells, Fluo-8 calcium influx, agonist mode; activation, % at 8.33 µM; actives 0.19% (n = 320,000); in the data active = activation above about 80%; inconclusive = between about 30% and that limit; also: 0% is about no effect
Target sequence (Q8NER1 whole entry, looked up): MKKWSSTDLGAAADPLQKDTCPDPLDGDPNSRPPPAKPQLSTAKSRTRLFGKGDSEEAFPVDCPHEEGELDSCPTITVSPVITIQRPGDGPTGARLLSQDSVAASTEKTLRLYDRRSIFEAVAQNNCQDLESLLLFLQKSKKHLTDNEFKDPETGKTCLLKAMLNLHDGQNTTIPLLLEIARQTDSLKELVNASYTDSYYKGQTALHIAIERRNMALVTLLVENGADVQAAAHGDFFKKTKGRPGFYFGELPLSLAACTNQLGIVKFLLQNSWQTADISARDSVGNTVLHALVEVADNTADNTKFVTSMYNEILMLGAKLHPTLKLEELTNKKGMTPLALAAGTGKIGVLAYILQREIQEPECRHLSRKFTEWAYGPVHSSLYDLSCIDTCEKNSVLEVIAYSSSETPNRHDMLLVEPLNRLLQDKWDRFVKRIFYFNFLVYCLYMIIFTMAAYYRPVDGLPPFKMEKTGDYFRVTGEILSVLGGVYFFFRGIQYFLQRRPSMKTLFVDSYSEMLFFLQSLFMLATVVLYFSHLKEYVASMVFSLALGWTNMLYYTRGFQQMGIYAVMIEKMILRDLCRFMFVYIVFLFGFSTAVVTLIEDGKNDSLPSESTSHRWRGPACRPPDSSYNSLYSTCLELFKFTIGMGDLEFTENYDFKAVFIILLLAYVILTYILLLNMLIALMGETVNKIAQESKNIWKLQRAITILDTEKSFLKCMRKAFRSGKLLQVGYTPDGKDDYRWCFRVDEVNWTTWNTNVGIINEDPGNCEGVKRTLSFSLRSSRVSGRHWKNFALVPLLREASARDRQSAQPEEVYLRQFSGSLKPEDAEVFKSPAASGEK
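TRPV1-expressing cells were cultured overnight at 35.5C and loaded with Fluo-8 calcium dye for 40 to 90 min at room temperature. After a 10 s baseline, compound was added and calcium influx was read kinetically for 3 min (ex 480/em 520 nm).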
The depositor's hits bear a star; ? = inconclusive; nt = no result given; [ ] = remark or other dose. Unless noted, calls follow the shape of the dose curve; as a rule, active = well fitted curve in the direction sought with a large enough effect; inconclusive = small, poorly fitted or top-dose-only effect, or another doubt; inactive = no such curve, though single readings can be large; an effect the other way counts as inactive or inconclusive. Outcome played no part in choosing rows; any-hit rate near 15%.

Results follow in this order: Rab9 prom act | BRCA1 expr act | ELG1 genotox | NPC1 promoter act | Tb PFK inh | FLuc counter | Gal4-VP16 FLuc | p53 reactivator | RORg inh | ELG1 DNA repair | TRPV1 agonist
> O=C1N/C(=C\c2ccsc2)C(=O)N1Cc1ccc(F)cc1
  -8% | -5% | 2% | 0% | 3% | 6% | -6% | 3% | -2% | 13% | 2
> CN(/C(=N\S(=O)(=O)c1ccccc1)c1ccccc1)c1ccc(O)cc1
  0% | -4% | -4% | -3% | -1% | 3% | 0% | -4% | 19% | 3% | -7
> CCc1c(C)nc2ncnn2c1N1CCC(C(=O)Nc2ccc(C)cc2)CC1
  -10% | -60% | -16% | -8% | 7% | 1% | 5% | -8% | -10% | ? | -7
> CCc1ccc(-c2ccc(SCC(=O)NCC3CCCO3)nn2)cc1 (centres undefined)
  ? | 2.5µM* | 9% | ? | 2% | 3.4µM* | ? | -3% | -35% | ? | 2
> CCOc1c(Cl)cc(C2NC(=O)NC(C)=C2C(=O)NCc2ccccc2)cc1OC (centres undefined)
  -2% | 1% | -1% | -4% | 4% | -1% | -1% | -4% | -7% | 2% | -2
> CC(C)=CCC/C(C)=C/CC/C(C)=C/CC/C(C)=C/CC1=C(C)C(=O)c2ccccc2C1=O
  2% | -18% | -10% | 2% | 1% | -6% | -2% | 3% | 13% | ? | -4
> COc1ccc(C(CNC(=O)C(CCSC)NC(=O)c2ccccc2Cl)N2CCOCC2)cc1 (centres undefined)
  -1% | 0% | 1% | -1% | 0% | -2% | nt | 2% | nt | 5% | -1
> Cc1cccc(NC(=O)CCS(=O)(=O)c2ccc3c(c2)NC(=O)CS3)n1
  7% | -19% | -2% | -6% | 3% | 4% | 0% | 5% | 2% | 6% | 2
> O=C(NC1CCCC1)C(c1ccc(Cl)cc1)N1CCN(C2CCCCC2)CC1 (centres undefined)
  -10% | -4% | 0% | 0% | 0% | 1% | -2% | -4% | 14% | ? | -1
> COc1ccc(CC(C#N)(CO)c2nc3ccccc3[nH]2)cc1 (centres undefined)
  -2% | -54% | -2% | -3% | -9% | 2% | -5% | 1% | 17% | -16% | ?
> Cc1ccc(C(=O)NNC(=S)NC(=O)c2ccc(Cl)cc2Cl)cc1
  -3% | -10% | -1% | 1% | -22% | -1% | 7% | 11% | -27% | 5% | 21
> CC(C)C[C@H](NC(=O)c1ccc(OC2CCN(C(=O)C3CC3)CC2)cc1)C(N)=O
  -1% | -5% | 0% | -1% | 0% | -1% | -14% | 0% | ? | 6% | -1
> CCN(CC)S(=O)(=O)c1ccc(C(=O)N(c2ccccc2)C2C=CS(=O)(=O)C2)cc1 (centres undefined)
  -5% | 4% | 1% | -3% | 2% | 2% | -4% | 2% | 6% | 2% | 2
> COc1cc(C(=O)NCC(=O)N/N=C/c2ccc(-c3ccc([N+](=O)[O-])cc3)o2)cc(OC)c1OC
  -3% | 1% | -12% | -11% | 1% | -3% | -2% | -10% | ? | ? | 2
> COc1ccc(CNC(=O)Cn2ncn3cccc3c2=O)cc1
  1.6µM* | nt | ? | ? | -8% | 21µM* | 0% | 9% | -32% | ? | 1
> COc1ccc2cc(C(=O)N3CCN(C)CC3)[nH]c2c1
  ? | 79% | ? | ? | -1% | ? | 5% | ? | 6% | ? | 6
> CS(=O)(=O)Nc1cccc(-c2cnc3ccccc3n2)c1
  4.5µM* | ? | ? | 3.2µM* | 1% | 19µM* | 1% | ? | 2% | ? | -4
> Cc1c(O)ccc2c(CN3CCOCC3)cc(=O)oc12
  -3% | 2% | 0% | -5% | 0% | 5% | 1% | -2% | -9% | -1% | 1
> CCOc1ccc(NC(=O)CSc2nnc(COc3c(C)cccc3C)o2)cc1
  -4% | 8% | 0% | -4% | 0% | 0% | 4% | 8% | -18% | 25% | 3
> CC/C(=N/Nc1ccccc1Cl)c1cnnc(-c2ccccc2)n1
  -2% | 10% | 0% | -2% | 0% | 5% | -19% | 3% | -31% | -10% | 29
> CC(=O)c1ccc(S(=O)(=O)N2CCN(C(=O)c3ccc(-n4nc(C)c(Cl)c4C)cc3)CC2)cc1
  -22% | -36% | 1% | -18% | 4% | 2% | nt | -9% | nt | ? | -2
> CCCOc1ccccc1/C=C(\C#N)C(=O)Nc1cccc(C)n1
  -1% | 0% | 5% | -3% | 0% | 11µM* | -1% | -3% | 0% | 1% | 1
> Cc1ccc(S(=O)(=O)NC(=O)Nc2c(C)n(C)n(-c3ccccc3)c2=O)cc1
  -1% | 0% | -1% | 4% | -4% | 2% | 2% | -3% | -9% | 2% | -1
> CSCC[C@H](NS(=O)(=O)c1ccc(C)cc1)C(=O)N1CCC(C(=O)N[C@@H](Cc2ccc(O)cc2)C(=O)O)CC1
  0% | 8% | 0% | -4% | 4% | 1% | -2% | 11% | 23% | -12% | -4
> CCOC(=O)c1ccc(NC(=O)N2CCN(c3cccc(OC)c3)CC2)cc1
  16% | 3% | -8% | -2% | -3% | -10% | -1% | 2% | 20% | ? | 99*
> CCc1cc(=O)oc2cc(C)cc(OC(C)C(=O)O)c12 (centres undefined)
  ? | 1% | -2% | 0% | 4% | 1% | -16% | -6% | 19% | 2% | 4
> Cn1nc(-c2ccccc2)cc1NC(=O)c1ccccc1
  10% | 32% | -3% | 13% | 0% | -14% | 23% | -1% | 16% | ? | ?
> CC(=O)c1ccc2noc(-c3cccc(C)c3)c2c1
  13% | 5% | 2% | 5% | 0% | ? | -13% | 26% | 8% | 0% | 6
> Cc1cccc(Nc2nc(-c3ccccn3)cs2)n1
  0.63µM* | ? | 0.82µM* | 1.3µM* | 0% | 1.7µM* | 2.5µM* | ? | 1.6µM* | ? | ?
> Cc1cc(=O)oc2cc(NC(=O)c3ccc(OC(F)F)cc3)ccc12
  ? | 81% | 4.5µM* | ? | 1% | -14% | -15% | 20% | 0% | ? | -1
> CCN(CC(=O)NCc1ccc(Cl)cc1)C(=O)c1cc2ccccc2o1
  1% | -4% | 0% | 0% | 1% | -11% | -18% | -1% | 23% | -5% | 23
> O=C(/C(=C\c1ccccc1)c1nc2ccccc2[nH]1)c1ccc(Cl)cc1
  ? | -97%[inhibitor] | ? | 2.8µM* | -4% | -3% | ? | ? | ? | ? | 16
> O=C(Nc1ccc(C(=O)N2CCN(c3ccccn3)CC2)cc1)c1ccc(Br)o1
  1% | -19% | 0% | -3% | -3% | 4% | nt | 10% | nt | -23% | 1
> O=C(Nc1cccc(O)c1)c1ccc(S(=O)(=O)N2CCCCCC2)cc1
  13% | 43% | 8% | 23% | 2% | -16% | nt | nt | nt | 9% | ?
> CCOC(=O)C1=CN(Cc2cccc(F)c2)S(=O)(=O)N(CC)C1c1ccc(F)c(Cl)c1 (centres undefined)
  nt | 0% | -2% | nt | -5% | nt | nt | 4% | nt | 0% | nt
> CCOc1cc(/C=N/NC(=O)c2cccnc2)ccc1OC(=O)c1ccco1
  1% | -3% | -1% | 8% | -12% | -2% | 5% | -3% | 15% | -8% | -1
> CCCCOP(=O)(c1ccc(N(C)C)cc1)C(O)c1ccccc1F (centres undefined)
  1% | 0% | -7% | 3% | -1% | -8% | -7% | -5% | 24% | -5% | 1
> COC(=O)c1ccc(Cn2nc(C)c(Br)c2C)cc1
  -4% | 23% | 12% | 0% | -5% | -1% | 17% | -4% | 14% | 0% | 4
> Cc1ccc(S(=O)(=O)N2CCCC(C(=O)NCC3COCCO3)C2)cc1 (centres undefined)
  0% | 6% | 2% | -1% | 3% | -3% | -14% | 0% | 5% | 5% | 1
> COCCCNC(=O)CN(C1CCCCC1)S(=O)(=O)c1ccc(C)cc1
  -9% | 1% | 1% | -4% | 1% | -2% | -7% | 4% | -11% | -3% | -2
> O=C(Nc1cccc(-c2cc3ccccc3oc2=O)c1)c1ccc(Br)o1
  -3% | 7% | -2% | 0% | 2% | -16% | 10% | -4% | ? | ? | ?
> CC(C)(C)c1ccc(C(=O)N2CCC(C(=O)NC3CC3)CC2)cc1
  26% | ? | 10% | 20% | -2% | -19% | -9% | 6% | -2% | ? | -1

Screening results (PubChem BioAssay)
